# Compound activity: PubChem BioAssay, several laboratories
# XIAP antagonists = XIAP antagonists, biochemical, IAP family, fluorescence polarization (AID 1018) | actives 0.007% (n = 200,000) | displacement, % at 20 µM, or IC50 in µM where a hit was titrated | XIAP BIR domain, fluorescence polarization peptide displacement; higher % means a stronger effect | E3 ubiquitin-protein ligase XIAP (Homo sapiens); in the data active = displacement above about 50%; note: a part of the inactive calls stands beside numbers as strong as those of hits
# M1AAP inhibition = P. falciparum M1AAP inhibitors, biochemical, fluorogenic H-Leu-NHMec substrate, 1536-well (AID 1445) | Aminopeptidase N (Plasmodium falciparum (isolate 3D7)) | recombinant M1AAP, H-Leu-NHMec fluorogenic kinetic assay; higher % means a stronger effect | one-dose inhibition, % at 30 µM; IC50 in µM for titrated hits | actives 0.42% (n = 220,000);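 active = primary inhibition above the hit cutoff, then over 50% inhibition at one or more dose response concentrations, cut at about 23% in these data, passing the limit was not always enough; inconclusive = conflicting primary data, or primary hits not chosen for dose response; inactive = low primary inhibition, or under 50% at every dose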;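 note: plate controls were DMSO full reaction for no effect and no enzyme background for full effect; strong numbers were not always called active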
# WT yeast gro inh = growth inhibition of WT strain, primary screen, mitochondrial fusion inhibitor project, WT and mutant strains, chemical genetic | mitochondrial fusion phenotypic screen | inhibition, % at 10 µM | actives 2.1% (n = 190,000) | AID 1362, 2008; in the data active = inhibition above about 58%; tested in S. cerevisiae
# human PMI inhibition = inhibitors of human PMI, primary screen, biochemical, fluorescence intensity, coupled assay (AID 1209) | Mannose-6-phosphate isomerase (Homo sapiens) | purified PMI enzyme, coupled fluorescence intensity; higher % means a stronger effect | actives 0.42% (n = 190,000) | inhibition, % at 20 µM; hits with a dose series show IC50 in µM;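 note: plate controls were DMSO vehicle for no effect and wells lacking substrate for full effect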
# LYP phosphatase = inhibitors of LYP phosphatase, biochemical, fluorescence intensity, uHTS (AID 1779); recombinant LYP phosphatase, fluorescence intensity; higher % means a stronger effect; inhibition, % at 11.5 µM; hits with a dose series show IC50 in µM; actives 0.054% (n = 290,000);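 note: plate controls were vehicle with enzyme for no effect and no enzyme for full effect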
# TNAP activators = human TNAP enzyme activators, primary screen, biochemical, luminescent, no phosphate acceptor, uHTS (AID 1001) | purified TNAP, luminescent activation assay, no phosphate acceptor; higher activation fold means a stronger effect | Alkaline phosphatase, tissue-nonspecific isozyme (Homo sapiens) | one-dose activation fold at 20 µM; EC50 in µM for titrated hits | actives 0.03% (n = 200,000); in the data active = activation fold from about 3, or a potency from the dose series; inactive = the rest, 99 in 100 with activation fold below about 1.6; note: many of its hits are not listed in these tables
# M17LAP inhibition = P. falciparum M17LAP inhibitors, primary screen, biochemical, fluorogenic H-Leu-NHMec substrate, 1536-well (AID 1619); Leucine aminopeptidase (Plasmodium falciparum (isolate 3D7)); recombinant M17LAP, H-Leu-NHMec fluorogenic kinetic assay; higher % means a stronger effect; inhibition, % at 30 µM, or IC50 in µM where a hit was titrated; actives 0.38% (n = 220,000);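 active = compound inhibiting the enzyme by more than half at any dose during confirmatory dose-response retesting; inconclusive = strong single-dose inhibitors picked by rank but not retested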;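 note: plate controls were full reaction with DMSO carrier for no effect and no enzyme background for full effect; strong numbers were not always called active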
# Yfh1-off respiration = enhancers of respiration in Yfh1-depleted yeast, dose response, Friedreich's ataxia, plus single-dose screen (AID 1465). S. cerevisiae Yfh1-off respiration, WST-1 reduction, 72 h; higher fold induction means a stronger effect. one-dose fold induction at 50 µM; EC50 in µM for titrated hits. actives 0.074% (n = 220,000);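 active = fold induction of absorbance versus untreated yeast above a set limit, then at least 30% activation at any dose in follow-up; inconclusive = repeats straddling the limit, or above it without dose testing; inactive = fold induction below the set limit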;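 note: activators that raise dye reduction in frataxin-depleted yeast; strong numbers were not always called active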
# PMI inhibition = human PMI inhibitors, high substrate, primary screen, biochemical, fluorescence intensity, high mannose 6-phosphate (AID 1220); Mannose-6-phosphate isomerase (Homo sapiens); actives 0.66% (n = 190,000); inhibition, % at 20 µM; hits with a dose series show IC50 in µM; recombinant PMI enzyme, coupled fluorescence intensity; higher % means a stronger effect
# WT yeast gro inh mutant strain = also measured in WT yeast gro inh; calls as there; inhibition, %; mitochondrial fusion phenotypic screen, mutant strain inhibition
# The depositor's hits bear a star; i = inactive; ? = inconclusive; nt = no result given; & = joins results of further samples. Cut-off read from the data, not from the text of the source, unless noted: active = inhibition above about 50%; inactive = the rest.
SMILES,XIAP antagonists,M1AAP inhibition,WT yeast gro inh,WT yeast gro inh mutant strain,human PMI inhibition,LYP phosphatase,TNAP activators,M17LAP inhibition,Yfh1-off respiration,PMI inhibition
CCCCn1c(-c2ccc([N+](=O)[O-])cc2)n[nH]c1=S,-23%,11%,8,20,12%,-7%,0.8,12%,i,7%
CCc1ccc(OCC(=O)N/N=C(\C)c2ccc(OC(F)F)cc2)cc1,-3.6%,2%,13,-10,6%,-1%,1.1,-2%,i,7%
Cn1c(=O)n(CC(=O)O)c(=O)c2c1nc1n2CCS1,-7.3%,7%&7%,12,8,-11%,-16%&3%,1,-1%&8%,i,-16%
COc1ccccc1Nc1cc(C(=O)NCCCN2CCOCC2)c2ccccc2n1,-7.3%,8%,8,6,-6%,-7%,1.1,13%,i,-8%
COc1ccc(CCNC(=O)/C(C#N)=C2\N=C(NC(=O)c3ccco3)c3ccccc32)cc1,nt,10%,nt,nt,nt,1%,nt,5%,i,nt
COc1ccc(CC(NC(C)=O)C(=O)N2CCN(C(=O)Nc3cccc(F)c3)CC2)cc1OC (stereo not given),-2.0%,nt,-15,-5,4%,-8%,1.1,nt,i,4%
CC(NC(=O)CN1CCC(C(N)=O)CC1)c1ccccc1 (stereo not given),-7.0%,-15%,-5,-3,5%,-14%,1.1,3%,i,2%
CCN(CC)S(=O)(=O)c1ccc2c(c1)nc(CCC(=O)OCC(=O)N1CCc3ccccc31)n2C,-2.4%,2%,0,2,10%,-1%,1.1,0%,?,8%
Cc1cc(C)c(C#N)c(SCC(=O)NC2CC2)n1,-3.5%,16%,9,3,-19%,10%,1.1,4%,i,-22%
CC(C)c1onc(C(=O)Nc2cccc(O)c2)c1[N+](=O)[O-],-2.1%,11%,-29,0,-15%,0%,1.1,21%,i,-1%
C/C(=C\C(=O)c1ccc(Br)cc1)NCc1ccc(C)cc1,-5.2%,5%,31,-16,3%,-1%,1,-9%,i,1%
CC(=O)NC12CC3CC(C1)CC(C(=O)OCC(=O)Nc1ncc(Cl)c(C)c1Cl)(C3)C2,8.3%,5%,14,16,-5%,-8%,1,2%,i,11%
CCCN1C(=O)CC(Sc2ncccc2C(=O)O)C1=O (stereo not given),nt,2%,nt,nt,nt,-5%,nt,8%,i,nt
N#Cc1cc(-c2ccccc2)oc1/N=C/c1ccccc1O,-7.5%,3%,3,5,21%,-10%,0.9,-10%,i,4%
COc1cccc(Cn2nnc3c(=O)[nH]c(C4CCCN(C(=O)c5ccccc5Cl)C4)nc32)c1 (stereo not given),-4.8%,-2%,-11,-10,15%,2%,1,1%,i,13%
CC(OC(=O)c1cc(S(=O)(=O)Nc2ccc(F)cc2)ccc1Cl)C(=O)Nc1ccc2c(c1)OCCO2 (stereo not given),-3.1%,9%,-10,0,15%,-4%,1.2,6%,i,16%
COc1ccc(NC(=O)/C(=C\c2ccncc2)NC(=O)c2ccccc2)cc1,-3.5%,-4%,1,5,-6%,-5%,1.1,6%,i,1%
CC1C/C(=C/c2ccccn2)C(=O)/C(=C/c2ccccn2)C1 (stereo not given),2.4%,11%,87*,66*,-9%,5%,1.1,22%,i,9%
COc1ccc(NC(=O)CNC(=O)c2cccs2)cc1Cl,-4.6%,0%,-12,9,5%,-4%,1.1,-5%,i,3%
c1ccc(CCN(Cc2ccccc2)C2CCN(C3CCCC3)CC2)cc1,-4.9%,2%,24,37,5%,-8%,1.2,-2%,i,-1%
Cc1cc2nc(-c3ccccc3)cc(=O)n2[nH]1,nt,4%,nt,nt,nt,-3%,nt,26%,i,nt
Cc1cc(C)c(NC(=O)CSc2nc3ccc(NC(=O)CSc4nnnn4-c4ccccc4)cc3s2)c(C)c1,-7.6%,6%,-3,-19,-15%,-2%,1.1,14%,i,-3%
CC(=O)Nc1c(S(=O)(=O)c2ccccc2)c2nc3ccccc3nc2n1Cc1ccccc1,-4.6%,23%,12,-2,0%,-5%,1.1,-46%,i,8%
O=C(CSc1nnc(CNc2ccc(F)cc2)n1CC1CCCO1)Nc1ccccc1 (stereo not given),-5.4%,5%,2,-5,19%,-4%,1,10%,i,17%
Cc1c(-c2ccccc2Cl)nc2ccccc2c1C(=O)O,nt,-1%,nt,nt,nt,-7%,nt,3%,i,nt
NC(=O)C1CCN(C(=O)/C=C/c2ccco2)CC1,-1.4%,7%,-8,-9,-5%,3%,1,-1%,i,-8%
N/C(=N\OC(=O)Cc1ccc(-c2ccccc2)cc1)c1cccc([N+](=O)[O-])c1,-3.9%,4%,9,-13,9%,-1%,1.1,-12%,i,7%
CC(C)(C)NS(=O)(=O)CC12CCC(CC1=O)C2(C)C (stereo not given),-6.6%,4%,8,1,15%,-12%,1.1,9%,nt,6%
S=C(NCCN1CCOCC1)N/N=C/c1ccccc1,-0.4%,5%,23,29,2%,1%,1.1,1%,i,4%
O=C(O)COc1cnc2ccccc2n1,-18%,4%,6,1,-6%,-10%,1,6%,i,1%
CCOC(=O)/C=C1\SCC(=O)N1CC(=O)NC(C)C,-0.4%,5%,11,8,6%,-7%,1.2,-8%,nt,2%
C=C(C)C(=O)Nc1cccc(C2=NOC3(C2)C[C@H](C(N)=O)N(C(=O)c2ccccc2)C3)c1 (stereo not given in full),nt,5%,nt,nt,nt,-5%,nt,14%,i,nt
CCC1CCCCN1CCCNC(=O)c1cn(CC(C)C)c(=O)c2cc(OC)c(OC)cc12 (stereo not given),-9.3%,3%,-14,-12,-5%,-12%,1.1,8%,i,-3%
COc1ccc(-c2nc3ccccn3c2C=O)cc1,-13%,14%,7,11,14%,4%,1,-9%,i,9%
COc1ccc(NC(=S)NC2CCS(=O)(=O)C2)cc1 (stereo not given),-2.9%,6%,9,4,0%,-4%,1.2,2%,i,-2%
COc1cc(-c2nc(CN3CCCN(C(=O)c4ccco4)CC3)c(C)o2)ccc1F,-5.9%,7%,-13,-4,-1%,-6%,1.1,13%,i,0%
Cc1cc(C(=O)COC(=O)c2ccc[nH]c2=O)c(C)n1CCc1ccc(F)cc1,-3.0%,-5%,21,1,-3%,4%,1.1,18µM*,i,2%
CCCCCc1ccc(S(=O)(=O)Nc2cc(C)ccn2)cc1,nt,6%,nt,nt,nt,-4%,nt,2%,i,nt
COCCCNC(=O)c1ccccc1SC,2.7%,12%,-7,-2,11%,2%,1.1,-9%,i,11%
Cc1c(/C=N/NC(=O)c2ccc3c(c2)OCO3)cnn1C,-1.6%,8%,-8,2,6%,-2%,1.1,9%,i,-2%

# Overlap with the part before: five entries; new compounds follow.
SMILES,XIAP antagonists,M1AAP inhibition,WT yeast gro inh,WT yeast gro inh mutant strain,human PMI inhibition,LYP phosphatase,TNAP activators,M17LAP inhibition,Yfh1-off respiration,PMI inhibition
COc1cc(-c2nc(CN3CCCN(C(=O)c4ccco4)CC3)c(C)o2)ccc1F,-5.9%,7%,-13,-4,-1%,-6%,1.1,13%,i,0%
Cc1cc(C(=O)COC(=O)c2ccc[nH]c2=O)c(C)n1CCc1ccc(F)cc1,-3.0%,-5%,21,1,-3%,4%,1.1,18µM*,i,2%
CCCCCc1ccc(S(=O)(=O)Nc2cc(C)ccn2)cc1,nt,6%,nt,nt,nt,-4%,nt,2%,i,nt
COCCCNC(=O)c1ccccc1SC,2.7%,12%,-7,-2,11%,2%,1.1,-9%,i,11%
Cc1c(/C=N/NC(=O)c2ccc3c(c2)OCO3)cnn1C,-1.6%,8%,-8,2,6%,-2%,1.1,9%,i,-2%
O=C(O)c1cccc(C(=O)Cc2ccccc2)c1,-6.9%,8%,11,4,-13%,-3%,1,18µM*,i,-8%
CC1CCCN(C(=S)Nc2ccc(F)cc2)C1 (stereo not given),1.6%,9%,9,17,-2%,-3%,1.1,8%,i,-3%
O=C(CSc1ccc([N+](=O)[O-])cn1)Nc1ccc(N2CCOCC2)cc1,-6.9%,1%,-11,5,-8%,-4%,1.1,0%,i,-11%
Cc1ccc2c(c1)N1C(=O)c3ccccc3C1C1=C(CC(C)(C)CC1=O)N2 (stereo not given),-2.3%,12%,-4,-5,-7%,3%,1.1,13%,i,-5%
CCC12CCCN3CCC4(C(=C(C(=O)OC)C1)Nc1ccccc14)C32 (stereo not given),4.6%,3%,13,19,-12%,-1%,1.1,-3%,i,-4%
COc1ccc(OC(=O)c2ccc3nsnc3c2)cc1,-3.6%,-4%,-7,17,13%,-2%,1.1,8%,i,6%
CC(=O)Nc1ccc(NC(=O)[C@@H]2CCCC[C@@H]2C(=O)O)cc1,-6.9%,1%,1,12,1%,-10%,1,-3%,i,3%
CCn1cc(CN(C)S(=O)(=O)c2ccc3ccccc3c2)c(C)n1,-8.0%,3%,19,-6,9%,34%,1,2%,i,10%
CN1CCN(C(=S)NC(=O)/C=C/c2cccc3ccccc23)CC1,-3.1%,-1%,10,-10,9%,2%,1.1,19%,i,8%
O=C(CSc1nnc([C@@H]2CCCN2)o1)c1ccc(Cl)cc1,-2.9%,5%,-2,10,-28%,-5%,1.1,33%,i,-28%
O=Cc1ccc2cccnc2n1,-9.1%,3%,-3,-5,-36%,-7%,1,21%,i,-38%
COc1ccccc1C1CC(c2cccs2)=Nc2ccccc2S1 (stereo not given),0.6%,4%,0,11,-3%,4%,1.2,2%,i,1%
CC1CCCN(c2ccc3nc4ccccc4c(=O)n3n2)C1 (stereo not given),-4.8%,8%,27,29,-60%,-6%,1.1,15%,i,-82%
COC(=O)c1cncc(C)c1,nt,-15%,nt,nt,nt,-6%,nt,-7%,i,nt

# As entered above.
# M17LAP inhibition result of CCCN1C(=O)CC(Sc2ncccc2C(=O)O)C1=O (stereo not given) stands at 8%
# M1AAP inhibition result of CCc1ccc(OCC(=O)N/N=C(\C)c2ccc(OC(F)F)cc2)cc1 stands at 2%
